Arrestin-AP2 inh: human beta-arrestin and AP2 interaction inhibition | FITC-arrestin peptide / GST-AP2 beads, flow cytometry; AP2 beta2 appendage carries R879A mutation | inhibition, % at 10 µM | actives 0.31% (n = 340,000) | AID 504490;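 active = inhibition above a set limit, near 3 SD of compounds lacking own fluorescence, cut at about 54% in these data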;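 note: plate controls were DMSO wells for no effect and 5 µM unlabelled arrestin peptide for full effect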
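System: GST-AP2 R879A glutathione beads | Also added: FITC-arrestin peptide, 50 nM | Times: 12 min plus 1 h, RT | Signal: Bead flow cytometry, FITC channel | Buffer or medium: PBS with 0.05% Tween 20 and 0.1% BSA | Read-out basis: Percent drop in bead-associated FITC signal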
SR-BI DiI inh: mouse SR-BI HDL lipid transfer inhibition; ldlA[mSR-BI] CHO cells, DiI-HDL uptake fluorescence, 3 h; AID 488896; actives 0.96% (n = 320,000); inhibition, % at 12.5 µM;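 active = mean replicate inhibition of at least 70% and a set share of replicates each scoring 70 or more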;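 note: 0% = median of neutral control wells and 100% = median of positive control wells; values of inactives mirror those of a sister screen read the other way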
Target sequence (Q61009 whole entry, looked up): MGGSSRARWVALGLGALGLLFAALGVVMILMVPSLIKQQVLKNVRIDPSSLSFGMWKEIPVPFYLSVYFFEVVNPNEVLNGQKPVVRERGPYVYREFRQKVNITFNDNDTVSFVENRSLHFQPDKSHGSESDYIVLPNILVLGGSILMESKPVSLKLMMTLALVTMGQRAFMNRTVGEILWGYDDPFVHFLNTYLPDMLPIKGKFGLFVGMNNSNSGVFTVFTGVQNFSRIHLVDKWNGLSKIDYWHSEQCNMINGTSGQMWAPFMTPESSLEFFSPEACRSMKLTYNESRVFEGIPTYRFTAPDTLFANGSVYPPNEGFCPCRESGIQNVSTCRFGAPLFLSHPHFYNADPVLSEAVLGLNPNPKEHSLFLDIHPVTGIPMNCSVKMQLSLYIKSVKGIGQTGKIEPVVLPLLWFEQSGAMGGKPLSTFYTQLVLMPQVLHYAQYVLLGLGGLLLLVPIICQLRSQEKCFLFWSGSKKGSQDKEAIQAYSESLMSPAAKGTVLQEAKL
SR-BI DiI-HDL act: enhances SR-BI lipid uptake from DiI-HDL | CHO ldlA[mSR-BI] cells, DiI-HDL uptake fluorescence, 3 h; 100 = double the neutral-control signal | activation, % at 12.5 µM | actives 0.096% (n = 320,000) | AID 504775;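 active = mean replicate activation of at least 60% and every replicate at or above 60%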;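 note: 0% = median plate neutral-control signal and 100% = twice that signal; values of inactives mirror those of a sister screen read the other way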
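system = CHO ldlA[mSR-BI] cells, LDL receptor-null, SR-BI overexpressing | medium = Ham's F12 with 0.5% BSA, HEPES 25 mM, pH 7.4 | probe or stimulus = DiI-HDL 10 µg/mL | compound dosing = single-point compound dose | incubation = compound exposure 3 h, 37 °C | technique = DiI fluorescence, bottom read | read-out = cell-associated DiI fluorescence as measure of HDL uptake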
PvdQ acylase: P. aeruginosa PvdQ acylase inhibition; purified PvdQ acylase, fluorescence plate reader; inhibition, % at 10 µM; actives 0.063% (n = 340,000); in the data active = inhibition above about 30%, passing the limit was not always enough;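 note: 0% = vehicle neutral wells and 100% = reference inhibitor wells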
NSD2 HMT inh: blocks human histone methyltransferase NSD2. inhibition, % at 12.5 µM. actives 0.54% (n = 310,000). AID 743445. NSD2 peptide methylation, AlphaScreen, 120 min. O96028; in the data active = inhibition above about 50%
Keap1 Nrf2 FP: inhibitors of human Keap1-Nrf2 protein-protein interaction. Q14145. Keap1 Kelch-Nrf2 peptide fluorescence polarization, 1536-well. inhibition, % at 9.4 µM. actives 0.15% (n = 340,000). AID 504523; in the data active = inhibition above about 12%;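 note: human Keap1 Kelch domain with fluorescein labeled Nrf2 9mer peptide probe; 0% = neutral control wells and 100% = peptide positive control; higher means more block of Keap1 binding to Nrf2 peptide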
Target sequence (Q14145 whole entry, looked up, the tested form may be a part): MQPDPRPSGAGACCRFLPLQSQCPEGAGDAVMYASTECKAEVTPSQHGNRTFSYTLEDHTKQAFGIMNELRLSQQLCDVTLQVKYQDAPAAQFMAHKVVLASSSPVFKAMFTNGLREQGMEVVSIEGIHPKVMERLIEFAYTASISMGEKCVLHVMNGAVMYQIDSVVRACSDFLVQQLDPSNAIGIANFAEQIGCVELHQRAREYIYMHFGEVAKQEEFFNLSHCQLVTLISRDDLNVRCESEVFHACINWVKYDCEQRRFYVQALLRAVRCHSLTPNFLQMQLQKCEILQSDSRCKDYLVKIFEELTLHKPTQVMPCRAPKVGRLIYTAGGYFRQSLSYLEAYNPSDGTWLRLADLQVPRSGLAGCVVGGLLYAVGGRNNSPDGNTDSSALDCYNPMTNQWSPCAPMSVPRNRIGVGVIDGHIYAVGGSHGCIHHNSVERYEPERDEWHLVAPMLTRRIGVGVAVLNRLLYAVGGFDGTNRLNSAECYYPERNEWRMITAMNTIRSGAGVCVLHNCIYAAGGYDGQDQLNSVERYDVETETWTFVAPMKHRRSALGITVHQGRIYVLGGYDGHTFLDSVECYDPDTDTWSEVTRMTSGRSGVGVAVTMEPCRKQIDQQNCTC
DAGLB inh: diacylglycerol lipase beta (human) inhibition; inhibition, % at 5.17 µM; HEK293T DAGLB membrane lysate, EnzChek fluorogenic substrate; AID 504411; actives 0.059% (n = 340,000); Q8NCG7; in the data active = inhibition above about 34%;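 note: 0% = enzyme with vehicle and 100% = wells lacking enzyme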
RTF Ca sens inh: cardiac RTF calcium desensitization; P19429+P45379; IANBD-labeled cardiac RTF, Ca2+ fluorescence; inhibition, % at 7.15 µM; actives 0.12% (n = 340,000); AID 493244;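 active = inhibition above the mean inhibition of all tested compounds plus 3 SD, cut at about 17% in these data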;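 note: assay run at fixed EC70 calcium of 1.6 mM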
PKA-R2B activ: activators of human PKA-R2B complex; P22694+P31323; PKA-R2B holoenzyme dissociation, Cy5-IP20 fluorescence polarization; R2B truncated from residue 108, S112A mutant; 0% DMSO only, 100% 113 µM cGMP; activation, % at 11.4 µM; actives 0.079% (n = 340,000); AID 504700;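 active = activation above a cutoff set at the mean over all compounds plus 3 SD, cut at about 18% in these data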;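 note: higher means more holoenzyme dissociation and a rise in polarization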
C-LANA FP: KSHV C-LANA DNA binding inhibition. MBP-C-LANA/FAM-LBS DNA binding, fluorescence polarization. actives 0.078% (n = 340,000). inhibition, % at 9 µM. AID 504423;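 active = highest replicate inhibition at or above 60% at 9 µM, even if other replicates fall short; inactive = all replicates below 60% inhibition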;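 note: 0% = neutral control wells and 100% = 4 µM acridine orange control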
The depositor's hits bear a star; nt = no result given.

cpd	Compound	SR-BI DiI-HDL act	PvdQ acylase	RTF Ca sens inh	NSD2 HMT inh	SR-BI DiI inh	Arrestin-AP2 inh	C-LANA FP	Keap1 Nrf2 FP	PKA-R2B activ	DAGLB inh
1	Cc1nnc(-c2ccc(N3CCOCC3)c([N+](=O)[O-])c2)o1	-20	2	-2	1	20	-1	1.5	2	4	2
2	COc1cc(OC)cc(C(=O)Nc2c(C)nn(-c3ccccc3)c2C)c1	nt	8	-3	nt	nt	14	-0.1	-3	3	0
3	Cn1nnnc1SCc1ccc(C(=O)Nc2ccccc2F)cc1	16	-7	7	1	-16	8	-0.7	0	-9	0
4	O=S(=O)(c1cc(Cl)ccc1Cl)N1CCN(c2ccccn2)CC1	nt	-18	1	26	nt	-4	1.3	-2	-4	0
5	CCS(=O)(=O)N1CCCC(C(=O)NC2CCC(C)CC2)C1 (configuration not stated)	-2	1	-8	-5	2	-1	-0.9	-3	-2	-1
6	O=C(Cn1c(=O)cnc2ccccc21)Nc1cccc(S(=O)(=O)N2CCOCC2)c1	4	0	3	2	-4	4	-0.6	-4	-12	0
7	O=C(NCc1cccc(Cl)c1)c1ccc2ccccc2n1	-4	-3	8	-3	4	9	1.0	5	-3	-6
8	CCCn1c(NC(=O)c2ccc(F)cc2)nc2ccccc21	-53	17	-4	1	53	17	-1.5	2	3	-4

Reformatted with each value named: entries from further up.
7: O=C(NCc1cccc(Cl)c1)c1ccc2ccccc2n1
  SR-BI DiI-HDL act: -4
  PvdQ acylase: -3
  RTF Ca sens inh: 8
  NSD2 HMT inh: -3
  SR-BI DiI inh: 4
  Arrestin-AP2 inh: 9
  C-LANA FP: 1.0
  Keap1 Nrf2 FP: 5
  PKA-R2B activ: -3
  DAGLB inh: -6

8: CCCn1c(NC(=O)c2ccc(F)cc2)nc2ccccc21
  SR-BI DiI-HDL act: -53
  PvdQ acylase: 17
  RTF Ca sens inh: -4
  NSD2 HMT inh: 1
  SR-BI DiI inh: 53
  Arrestin-AP2 inh: 17
  C-LANA FP: -1.5
  Keap1 Nrf2 FP: 2
  PKA-R2B activ: 3
  DAGLB inh: -4

Later entries.
cpd	Compound	SR-BI DiI-HDL act	PvdQ acylase	RTF Ca sens inh	NSD2 HMT inh	SR-BI DiI inh	Arrestin-AP2 inh	C-LANA FP	Keap1 Nrf2 FP	PKA-R2B activ	DAGLB inh
9	CN(CC(=O)Nc1ccc(Cl)c(C(F)(F)F)c1)C(=O)C1CC(=O)N(C2CCCC2)C1 (configuration not stated)	18	-2	-9	0	-18	8	-0.6	-2	-10	-4
10	COc1ccc(C2=NS(=O)(=O)N(C)C(C(=O)NCc3ccc4c(c3)OCO4)=C2)cc1OC	11	-10	-7	nt	-11	-2	0.9	-1	-3	2
11	Cc1cccc(C)c1NC(=O)C(c1ccccc1)N1CCC2(CC1)OCCO2 (configuration not stated)	11	-25	-6	-3	-11	-3	-0.8	-5	-1	-2
12	CCC1(C(=O)OC)NC(c2cccc(F)c2)C2C(=O)N(C)C(=O)C21 (configuration not stated)	33	9	2	nt	-33	9	0.9	-3	-3	-4
13	CC1CCCCN1C(=O)CCS(=O)(=O)c1cccc2nonc12 (configuration not stated)	-2	14	-5	-4	2	44	1.6	-1	1	0
14	CC(C)C[C@@H]1NC(=O)[C@H](C(C)C)NC(=O)c2cc([N+](=O)[O-])cc(I)c2OCC[C@@H](C(N)=O)NC1=O	29	-1	-8	nt	-29	6	1.0	5	-13	5
15	CCCC(=O)Nc1nc2ccc(NC(=O)c3ccccc3F)cc2s1	-47	3	-6	4	47	42	0.1	-3	-7	0
16	O=C1CCCN1c1ccc(N2CCCC2=O)cc1	3	1	4	-11	-3	3	-0.1	-6	5	-1
17	COCCNC(=O)NC(=O)COC(=O)C1(c2ccc(Cl)cc2)CC1	0	-12	-6	-1	0	8	-0.4	-2	-14	1
18	C=CCN(C(=O)CNC(=O)c1ccco1)C(C(=O)NC1CCCC1)c1ccc(OC)cc1 (configuration not stated)	0	-14	-5	-1	0	-9	-2.1	-5	-9	0
19	COC(=O)c1cc(OC)c(OC)cc1NC(=O)Cn1nnc(-c2ccccc2Cl)n1	10	3	-8	2	-10	-1	3.2	5	8	-8
20	CCN1C(c2ccccc2)=C(c2ccccc2)S/C1=C/C=C1\SC(=S)N(C)C1=O	17	-5	-2	nt	-17	57*	0.1	1	9	39*
21	O=c1cc[nH]c2cc(C(F)(F)F)ccc12	17	-7	-20	-1	-17	-3	-0.8	1	4	1
22	CC(=O)N1CCc2ccc([N+](=O)[O-])cc21	nt	-8	2	-1	nt	-2	0.7	0	-6	1
23	CCOC(=O)c1ccc(NC(=O)Nc2ccccn2)cc1	-14	-10	3	-2	14	5	-0.2	2	-6	0
24	COc1ccc(/C=N/OCc2ccc(Br)cc2)c(OC)c1	-4	20	-2	-1	4	-15	0.2	0	4	-11
25	O=C(Nc1cccc2ccccc12)c1cn(-c2ccccc2)nc1-c1cccs1	-51	-3	-6	-3	51	28	-0.2	-6	1	-11
26	COc1ccccc1C1N(c2cc(Cl)ccc2OC)C(=O)C2CCCN21 (configuration not stated)	-1	-9	-5	nt	1	-8	1.4	-4	7	-1
27	Cc1c(Br)c(C(F)(F)F)nn1CC(=O)N1CCCC1	24	-9	-1	0	-24	-7	-0.7	-1	5	-1
28	O=C(OCC(=O)N1CCC(Cc2ccccc2)CC1)c1cc(Cl)ccc1O	16	2	-2	0	-16	22	-0.7	-4	-13	-3
29	O=S(=O)(NCC1CCCO1)c1ccc(Br)cc1 (configuration not stated)	-10	-15	-3	-1	10	-8	0.7	0	-8	-2
30	CCCc1nc2c(nnn2Cc2ccccc2)c(=O)[nH]1	7	1	-6	4	-7	10	-0.9	-6	5	-5
31	C#Cc1cccc(NC(=O)c2ccc(Cl)cc2Cl)c1	-30	-10	1	-3	30	-4	3.4	-3	4	-7
32	COc1ccc(S(=O)(=O)N2CCN(C(=O)N(C)C)C2C)cc1 (configuration not stated)	nt	0	-2	-1	nt	-16	-0.8	3	6	1
33	CC(=O)Cn1ncc(N(C)Cc2ccccc2)c(Cl)c1=O	-2	-15	-3	-6	2	-11	2.1	-4	0	0
34	CN(C(=O)COC(=O)Cn1c(C(F)(F)F)nc2ccccc21)c1c(N)n(Cc2ccccc2)c(=O)[nH]c1=O	-4	1	-1	2	4	8	2.9	-1	0	0
35	COc1cccc(NS(=O)(=O)Cc2ccccc2)c1	8	-8	-11	-2	-8	9	0.9	2	7	-1
36	CN(C)c1cccc(C(=O)NC2CCCc3ccccc32)c1 (configuration not stated)	-29	-11	-10	3	29	27	-0.7	2	2	0
37	CC12COC3(P(=O)(c4ccccc4)c4ccccc4)CC1CCC23CP(=O)(c1ccccc1)c1ccccc1 (configuration not stated)	-3	-14	0	4	3	-2	-1.1	-7	-2	-1
38	COc1ccc(-c2c(NC(C)=O)n(C)c3ccccc3c2=O)cc1	30	-11	-6	5	-30	-7	0.0	-1	-2	-1
39	O=C(NCc1ccccn1)c1nc(-c2cccs2)no1	24	-2	-10	1	-24	-4	0.5	5	-6	0
40	O=C(c1noc2c1CSc1ccccc1-2)N1CCN(c2ccc(Cl)cc2)CC1	6	-15	0	7	-6	6	-0.4	-3	-13	-4
41	COc1ccc(/C=C(\NC(=O)c2ccccc2)C(=O)N2CCC(C)CC2)cc1	-33	-5	-10	0	33	38	-1.7	-3	3	3
42	CCN(CC)CCOC(=O)c1ccc([N+](=O)[O-])cc1	5	-14	0	4	-5	17	0.0	0	1	0
43	CCC1(C)Cc2c(sc3nnn(CC(=O)Nc4ccc(C)cc4)c(=O)c23)CO1 (configuration not stated)	2	9	-1	-3	-2	-1	3.4	1	-10	-2
44	O=c1c([N+](=O)[O-])c(O)c2ccccc2n1Cc1ccccc1	1	-6	2	6	-1	10	-2.7	-4	-7	9
45	O=C(O)COCC(=O)Nc1ccc2c(c1)CCC2	-8	-8	-6	0	8	-1	-0.4	1	1	-1
46	COc1ccc(Cl)cc1NC(=O)C1CCCN(S(C)(=O)=O)C1 (configuration not stated)	-58	-6	-2	-1	58	0	-1.8	-4	-6	-2
47	Cc1ccc(NC(=S)NCCC2=CCCCC2)cc1	-46	-5	-3	5	46	6	0.1	4	1	-13
48	Cc1ccc(S(=O)(=O)Nc2cc(=O)[nH]c3c2CCC3)cc1	19	9	-6	-6	-19	-4	-0.6	-1	-4	0
49	CCOc1ccccc1NC1=C(OC)C(=O)C(Nc2ccccc2OCC)=C(OC)C1=O	-16	0	-7	2	16	12	-0.1	1	-9	1
50	O=C1c2ccccc2C(=O)N1c1cc([N+](=O)[O-])ccn1	34	-6	-1	-3	-34	-9	12	1	-5	2
51	COc1ccc(C(=O)CNc2ccccc2Br)cc1	-11	9	-4	27	11	-14	-1.5	1	3	-6
52	Cc1csc2ncc(C(=O)Nc3cccc(C(F)(F)F)c3)c(=O)n12	15	-7	-4	nt	-15	-3	-0.6	2	-6	-4
53	Cc1ccc(OCCC(=O)OCC(=O)NCc2ccccc2)cc1	19	-8	-11	-2	-19	6	0.9	-3	-4	1
54	CC(=O)Oc1ccc2ccccc2c1C(NC(=O)Cc1ccccc1)c1ccccc1 (configuration not stated)	-18	-10	2	2	18	13	-0.5	-5	-15	-3
55	COc1ccccc1CN1CC(C(=O)N(CCO)Cc2cccs2)CCC1=O (configuration not stated)	4	-2	-9	-2	-4	21	-1.0	3	18	2
56	CCN(CC)S(=O)(=O)c1ccc(N2CCCC2)c(NS(=O)(=O)c2ccccc2)c1	29	-2	-2	nt	-29	5	1.5	-4	-7	2
57	CC(C)(C)C(=O)CSc1nc2ccccc2o1	1	2	-11	-2	-1	28	1.1	-2	4	0
58	N#CC[C@H](Cc1ccccc1)N1CCN(CCc2ccccc2)CCC1=O	6	1	-3	nt	-6	-1	2.9	-1	4	0
59	Cc1c(NC(=O)CN2CCN(c3ccc(F)cc3)CC2)c(=O)n(-c2ccccc2)n1C	2	-29	2	0	-2	1	-0.2	-3	-4	3
60	O=C(Oc1ccc2c(c1)OCO2)c1ccc(F)cc1Cl	16	-9	-5	nt	-16	-2	-1.3	2	-18	-9
61	N#CC1=C(N)C(C#N)(C#N)[C@H](c2ccncc2)[C@H]2CC3(CC=C12)OCCO3	6	-3	-18	-4	-6	-7	4.6	3	4	0
62	CCOC(=O)N1CCN(CC(O)COc2ccc(CC)cc2)CC1 (configuration not stated)	7	1	-8	-1	-7	11	-1.1	5	11	-1
63	COc1ccc(CCNS(=O)(=O)c2ccc(F)cc2)cc1OC	-4	3	6	-2	4	32	0.7	-4	-6	3
64	O=C(O)C1=C[C@@H](c2ccc(Br)cc2)C[C@@H](OCCCCO)O1	-1	-12	-1	nt	1	-2	1.6	1	6	-1
65	CCCCCCOc1ccc(N2C(=O)CC(N3CCC(C(=O)OCC)CC3)C2=O)cc1 (configuration not stated)	-6	3	-1	nt	6	22	0.8	0	-10	-2
66	O=S(=O)(NCc1cccs1)c1ccc(Br)cc1	nt	-8	-2	-4	-15	31	0.2	1	6	-1

Compounds were not picked by outcome; any-hit rate near 2.1%.
